Screens deposited in PubChem by several laboratories.
C-LANA FP – blocks KSHV LANA C-terminal domain binding to DNA; inhibition, % at 9 µM; MBP-C-LANA/FAM-LBS DNA binding, fluorescence polarization; 340,000 compounds, 0.078% hits;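 active = highest replicate inhibition at or above 60% at 9 µM, even if other replicates fall short; inactive = all replicates below 60% inhibition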;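 note: 0% = neutral control wells and 100% = 4 µM acridine orange control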
MOR-DOR ag – OPRM1-OPRD1 heterodimerization agonism; AID 504326; cells, luminescence; P35372+P41143; activation, % at 9.3 µM; 340,000 compounds, 0.3% hits; in the data active = activation above about 18%;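 note: 0% = vehicle-treated cells and 100% = reference agonist; values of inactives mirror those of a sister screen read the other way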
Target sequence (P35372 whole entry, looked up): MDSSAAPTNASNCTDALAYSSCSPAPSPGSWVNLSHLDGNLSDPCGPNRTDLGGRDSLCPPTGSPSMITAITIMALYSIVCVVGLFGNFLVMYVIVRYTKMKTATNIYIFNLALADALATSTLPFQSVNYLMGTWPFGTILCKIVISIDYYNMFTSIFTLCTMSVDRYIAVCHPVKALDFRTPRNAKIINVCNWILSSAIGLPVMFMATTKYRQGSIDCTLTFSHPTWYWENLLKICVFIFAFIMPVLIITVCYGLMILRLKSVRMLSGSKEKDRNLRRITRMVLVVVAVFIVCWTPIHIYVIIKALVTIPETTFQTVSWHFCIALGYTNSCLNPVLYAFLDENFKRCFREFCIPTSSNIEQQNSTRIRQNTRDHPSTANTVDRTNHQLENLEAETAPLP
Target sequence (P41143 whole entry, looked up): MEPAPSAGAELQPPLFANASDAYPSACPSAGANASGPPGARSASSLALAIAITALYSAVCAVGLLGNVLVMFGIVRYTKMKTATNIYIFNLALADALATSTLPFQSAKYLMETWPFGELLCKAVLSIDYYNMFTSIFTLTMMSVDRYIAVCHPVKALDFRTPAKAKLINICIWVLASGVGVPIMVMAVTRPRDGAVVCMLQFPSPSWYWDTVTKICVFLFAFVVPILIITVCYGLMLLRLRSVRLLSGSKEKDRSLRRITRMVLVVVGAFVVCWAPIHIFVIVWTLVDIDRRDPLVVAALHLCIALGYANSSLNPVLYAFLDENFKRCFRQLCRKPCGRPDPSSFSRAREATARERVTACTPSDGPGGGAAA
OPRM1-OPRD1 inv – mu-delta opioid heterodimer inverse agonism; inhibition, % at 9.3 µM; cell-based MOR-DOR heterodimer luminescence; AID 504357; 340,000 compounds, 0.21% hits; P35372+P41143; in the data active = inhibition above about 22%, passing the limit was not always enough;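 note: 0% = cells with DMSO and 100% = wells without cells with DMSO; values of inactives mirror those of a sister screen read the other way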
V-ATPase pHluor – regulators of yeast V-ATPase proton transport; response, % at 10 µM; S. cerevisiae, pHLuorin cytosolic pH fluorescence; 350,000 compounds, 0.37% hits; AID 504577; in the data active = response mostly above about 7.3%, no sharp cut-off; inactive = mostly below about 5.4%; note: actives read high; inactives centre near 0; some compounds called inactive have numbers as strong as hits; reference of the scale not given here
Keap1-Nrf2 PPI – disrupts human Keap1 binding to Nrf2 peptide; Keap1 Kelch-Nrf2 peptide fluorescence polarization, 1536-well; inhibition, % at 9.4 µM; Q14145; 340,000 compounds, 0.15% hits; in the data active = inhibition above about 12%;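 note: human Keap1 Kelch domain with fluorescein labeled Nrf2 9mer peptide probe; 0% = neutral control wells and 100% = peptide positive control; higher means more block of Keap1 binding to Nrf2 peptide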
RTF Ca sens inh – cardiac RTF calcium desensitization; inhibition, % at 7.15 µM; IANBD-labeled cardiac RTF, Ca2+ fluorescence; 340,000 compounds, 0.12% hits; P19429+P45379;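 active = inhibition above the mean inhibition of all tested compounds plus 3 SD, cut at about 17% in these data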;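 note: assay run at fixed EC70 calcium of 1.6 mM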
RTF Ca sens act – cardiac RTF calcium sensitization; activation, % at 7.2 µM; IANBD-labeled TnC RTF fluorescence at EC20 calcium; 0% EC20 calcium, 100% full calcium; 340,000 compounds, 0.24% hits; P19429+P45379;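 active = activation above the mean over all tested compounds plus 3 SD, cut at about 30% in these data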;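 note: rise in fluorescence read as greater calcium sensitivity of cardiac thin filaments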
HTR5A inv ctr – inverse agonist of human HTR5A in OPRM1-OPRD1 counter-screen | P47898 | HTR5A cell line, luminescence, inverse agonism | inhibition, % at 9.3 µM | 340,000 compounds, 0.083% hits; in the data active = inhibition mostly above about 23%, no sharp cut-off; inactive = mostly below about 18%;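 note: 0% = cells with DMSO and 100% = no-cell wells with DMSO; some compounds called inactive have numbers as strong as hits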
CAL PDZ FP – inhibitors of human CAL PDZ peptide binding; AID 602252; Q9HD26; 300,000 compounds, 0.92% hits; inhibition, % at 24.9 µM; purified CAL PDZ, TMR-peptide fluorescence polarization, 1 h;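 active = mean inhibition of at least 30% with at least half of replicates also reaching 30%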;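 note: 0% = DMSO neutral control and 100% = excess unlabeled competitor peptide PRC23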
HTR5A ag – counter-screen for OPRM1-OPRD1 agonists: human HTR5A agonism; P47898; HTR5A agonist assay, luminescence, cell-based; activation, % at 9.3 µM; 340,000 compounds, 0.61% hits; AID 504692; in the data active = activation mostly above about 9.5%, no sharp cut-off; inactive = mostly below about 7.6%;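 note: 0% = cells with vehicle only and 100% = reference agonist; strong numbers were not always called active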
Numbers without * were called inactive; / = no result given; & = joins results of further samples. Compounds as they come. About 2.8% of those tested had a hit in this group.

SMILES	C-LANA FP	MOR-DOR ag	OPRM1-OPRD1 inv	V-ATPase pHluor	Keap1-Nrf2 PPI	RTF Ca sens inh	RTF Ca sens act	HTR5A inv ctr	CAL PDZ FP	HTR5A ag
OC(COc1ccccc1F)CN1CCC(Cc2ccccc2)CC1 (stereo unspecified)	/	-0.7	3	4	-1	-2	-5	2	1	-1
COc1ccc(Cl)cc1C(=O)OCC(=O)NCc1cccs1	0.4	-0.3	1	0	-6	-12	-1	13	-3	-5
Nc1cc2c(cc1O)CCCC2	1.4	-0.1	0	0	-8	-17	0	-2	-5	4
COc1cc2c(cc1OC)C(C)N(Cc1ccc3c(c1)OCO3)CC2 (stereo unspecified)	0.3	-2.0	10	0	0	-7	-3	-12	2	-3
CCN1CCN(c2cc(C)c3cc(NC(=O)Cc4ccc(OC)c(OC)c4)ccc3n2)CC1	-3.6	-2.6	14	-1	-6	-4	-1	4	/	-2
CCn1cc(S(=O)(=O)CC(=O)Nc2cc(C)ccc2C)c2ccccc21	-0.1	-0.7	4	-3	-1	-5	-6	-6	/	2
COc1ccc(OCC(=O)Nn2c(-c3cccc(OC)c3)nc3ccccc3c2=O)cc1	1.8	-1.6	9	2	-2	-4	-4	-13	-2	2
CCc1ccc(CN2CCN(c3ncccn3)CC2)cc1	0.5	-1.7	8	-2	2	-18	6	-6	-2	2
CCOC(=O)Cc1csc(NC(=O)CSc2nnnn2-c2ccc(F)cc2)n1	-0.9	2.8	-17	7	-7	-9	5	-10	-3	4
COC(=O)c1ccc(OC)c(OC2CCCC2)c1	0.1	2.1	-11	7	-8	-14	16	14	1	-1
CCCCn1c(N)c(N(CC)C(=O)c2c(C)noc2C)c(=O)[nH]c1=O	-1.1	-2.4	12	3	-3	-4	-2	6	1	-1
CC(Oc1ccc(F)cc1)C(=O)Nc1cc(S(=O)(=O)N2CCOCC2)ccc1N1CCN(C)CC1 (stereo unspecified)	0.0	-0.2	1	-2	0	-4	-2	-4	10	1
CCCCCCN1CC(=O)N2[C@@H](Cc3c([nH]c4ccccc34)C2(C)C)C1=O	-1.6	1.9	-9	3	-6	-4	-8	-28	-3	7
O=C(Nc1ccccc1-c1nnc(SCc2ccccc2)o1)c1ccccc1	-0.3	-2.7	14	-1	3	-8	-2	-22	-3	1
Cc1ccccc1-c1cccc([C@@H]2C[C@H]3C(CN2)CON3C)c1 (stereo partly specified)	-2.0	-2.0	10	5	-1	-2	-3	10	-9	-3
COc1ccccc1NC(=O)/C(C#N)=C/c1ccc(OCCN2CCOCC2)c(OC)c1	0.3	-1.2	6	-1	2	2	-4	1	-5	4
Cc1cc(SCC(=O)c2ccc(O)c(O)c2)n2nc(C)c(-c3ccccc3)c2n1	0.3	-0.2	1	1	4	12	-3	-6	3	2
Cc1ccc(C(c2c(C)[nH][nH]c2=O)c2c(C)[nH][nH]c2=O)cc1	5.2	-2.4	12	-1	-1	-1	-1	-5	-3	1
Cc1c(C(c2ccccc2Br)c2c(C)n(C)n(-c3ccccc3)c2=O)c(=O)n(-c2ccccc2)n1C	3.9	-2.3	12	-1	1	-9	4	-27	-5	7
N#CCCn1ncc2ccccc21	-1.1	-4.1	22	-4	0	-17	13	3	-1	3
COc1cccc(-c2noc(CCC(=O)NC3CCCC3)n2)c1	-0.2	-1.1	5	5	-2	-2	1	4	-4	-2
O=C(Cc1cc(=O)[nH][nH]1)N/N=C/C(Cl)=C/c1ccccc1	-0.8&-2.3	-2.1&0.7	11&-4	-4&1	0&2	-6&0	-7&1	-15&6	-3	-1&-2
CC(=O)Nc1ccc(S(=O)(=O)NNC(=O)COc2cccc3ccccc23)cc1	-1.5	-2.9	13	1	-3	3	6	-3	0	0
NC(=O)c1sc2cc(C(F)(F)F)cnc2c1-c1cccs1	1.5	-2.8	14	-2	-5	4	-3	7	0	-3

Already shown: entries from further up.
SMILES	C-LANA FP	MOR-DOR ag	OPRM1-OPRD1 inv	V-ATPase pHluor	Keap1-Nrf2 PPI	RTF Ca sens inh	RTF Ca sens act	HTR5A inv ctr	CAL PDZ FP	HTR5A ag
CCCCCCN1CC(=O)N2[C@@H](Cc3c([nH]c4ccccc34)C2(C)C)C1=O	-1.6	1.9	-9	3	-6	-4	-8	-28	-3	7
O=C(Nc1ccccc1-c1nnc(SCc2ccccc2)o1)c1ccccc1	-0.3	-2.7	14	-1	3	-8	-2	-22	-3	1

The list continues.
SMILES	C-LANA FP	MOR-DOR ag	OPRM1-OPRD1 inv	V-ATPase pHluor	Keap1-Nrf2 PPI	RTF Ca sens inh	RTF Ca sens act	HTR5A inv ctr	CAL PDZ FP	HTR5A ag
Cc1ccc(C)c(C(=O)COc2ccc(C)nc2[N+](=O)[O-])c1	-0.1	0.2	-1	6	-6	-6	0	-20	-2	0
Cc1c(C(=O)N2C[C@@H](C)O[C@@H](C)C2)oc2c(F)cccc12	1.1	0.0	0	2	-6	1	-2	7	-5	0
O=C(CSc1nnc(NC(=O)c2ccco2)s1)Nc1ccccc1Br	1.5	-0.4	3	1	-3	-5	-4	-28	-5	10
Cc1nc2nc[nH]n2c(=O)c1NC(=O)c1cccc(OCC(C)C)c1	1.0	-3.8	22	-4	0	9	3	2	-4	1
O=C(CN1CCN(c2ncccn2)CC1)NCCC1=CCCCC1	0.8	0.3	-2	3	0	-13	0	-19	-3	7
CCOC(=O)C1CCCN(C(=O)CSc2ccc(Br)cc2)C1 (stereo unspecified)	-1.2	-1.2	6	2	1	-12	-1	-8	-2	3
Cc1cc(Cl)c(S(=O)(=O)NCCC(=O)O)cc1OCC(N)=O	1.0	-2.2	12	-3	-1	1	-2	0	/	0
O=C(OCc1ccc(Cl)c(Cl)c1)c1ccc[nH]1	0.2	2.8	-16	4	5	1	4	2	-4	-1
Cc1cc(C(=O)N2CCC(C)CC2)on1	1.3	0.8	-4	11	-2	-10	9	13	0	-4
COc1ccc(CC(=O)N(Cc2ccccc2)c2ccc(C)cc2)cc1S(=O)(=O)N1CCOCC1	-0.5	-2.1	11	3	-1	1	-3	9	16	-4
Cc1ccccc1Sc1c(C#N)c(-c2ccccc2)nn1C	1.9	5.2	-30	1	6	-4	1	13	-1	2
COc1ccc(COC(=O)CCc2c[nH]c3ccccc23)cc1F	-0.7	1.7	-9	0	-2	1	-3	-8	/	3
O=C(NNc1cccc(Cl)n1)c1ccc(Cl)cc1Cl	1.2	-1.4	6	-1	-4	-4	0	-10	-4	4
COCc1c(C(=O)OCC(=O)c2ccc[nH]2)oc2ccccc12	1.3	-2.0	11	1	0	-4	6	-7	5	2
N#C/C(=C/c1ccccc1[N+](=O)[O-])C(=O)NCc1ccco1	-0.1	1.2	-6	1	0	-2	-3	-3	-1	0
CC(C)c1ccc(NC(=O)CSc2nc(=O)n(CCN3CCOCC3)c3c2CCC3)cc1	-1.2	-3.0	16	-1	0	-2	-4	3	-6	-3
Cc1nc2ccccn2c1-c1csc(Nc2cccc(O)c2)n1	0.3	0.1	-1	0	-4	-18	4	-3	-3	6
CCOc1cc(C(=O)NC2CC(C)(C)NC(C)(C)C2)cc(OCC)c1OCC	1.2	1.9	-10	0	-3	-15	4	-31	/	10
CCC(C)NC(=O)CSc1nnc(-c2ccc(Cl)cc2)n1N (stereo unspecified)	-1.0	-2.3	12	-1	1	11	-2	0	1	0
COc1cc(N=C2C(=O)N3CCCc4cccc2c43)cc(OC)c1	2.8	-2.2	11	-3	-1	9	3	13	-4	0
COc1ccc(CNC(=O)C(=O)NCc2cccnc2)cc1	1.5	-0.2	1	-6	1	-4	2	-1	/	1
C[C@H](NC(=O)c1ccccc1)C(=O)Nc1nc(-c2ccccn2)cs1	-2.8	-0.1	1	1	-1	-7	-3	9	-2	-4
Cc1nn(CC(=O)N2CCOCC2)c(C)c1[N+](=O)[O-]	1.8	-0.1	1	-3	-2	8	-2	-4	2	1
Cc1coc2cc3oc(=O)c(CC(=O)N(C)CC(=O)O)c(C)c3cc12	-1.0	-0.2	1	1	-3	-13	-1	5	4	-1
Cc1ccc(NC(=O)COC(=O)C2CC3CCCC(C2)C3=O)c([N+](=O)[O-])c1 (stereo unspecified)	-2.2	-3.2	12	-1	0	-1	-4	-31	-3	3
CCc1nnc(NC(=O)CCC(=O)N2CCN(Cc3ccc(OC)c(F)c3)CC2)s1	-0.7	0.1	-1	-4	-4	7	3	-25	3	1
C=CCNc1nc(Cl)nc(NC2CCCCC2)n1	1.8	-1.4	7	-1	3	-3	1	3	/	6
Nc1ccc2nc(SCc3ccccc3F)sc2c1	-1.2	-2.5	13	4	1	6	-10	17	-3	4
CN(C(=O)c1cc2n(n1)C(C(F)(F)F)CC(c1ccco1)N2)c1ccc(OC(F)(F)F)cc1 (stereo unspecified)	2.5	1.7	-8	-3	-3	-3	-2	-14	4	-1
CC(C)CC(CO)N1CCN(C(=O)c2cccc(C(F)(F)F)c2)CCC1=O (stereo unspecified)	1.6	-3.4	19	2	-6	-4	10	2	1	2
CCC(=O)N1c2ccc(S(=O)(=O)N(CCO)Cc3ccccc3)cc2CC1C (stereo unspecified)	1.3	0.3	-2	0	1	-8	-2	-14	0	0
CC1O[C@@H](O[C@H](C)CC[C@@H](C)O[C@H]2OC(C)[C@@H](O)C[C@H]2O)C(O)C[C@H]1O (stereo partly specified)	-0.5	-0.9	5	-3	0	1	4	-9	-4	4
Cc1c(NC(=O)Cc2ccccc2)cccc1C(=O)NN1C(=O)c2ccccc2C1=O	1.5	-0.7	3	-1	-4	4	4	9	0	2
CCOc1ccccc1OCC(=O)Nc1cc(S(=O)(=O)N2CCCCC2)ccc1N1CCN(CC)CC1	0.3	0.6	-3	-5	-1	-6	-2	-4	-4	2
CCCCNC(=O)CSc1nc2ccccc2n1S(=O)(=O)c1ccc(Cl)cc1	-1.9	-0.2	1	4	-7	-2	-5	9	-3	-3
CN(C)c1ccc(S(=O)(=O)NCC(=O)OCC(=O)c2ccc[nH]2)cc1[N+](=O)[O-]	0.3	-2.0	8	6	0	0	1	7	-3	-3
C/C(=N\NS(=O)(=O)c1ccccc1)c1cc(Cl)cc(Cl)c1O	-0.5	-2.4	12	-1	4	8	-2	0	/	0
Clc1ccc(Nc2ccc(NCc3ccccc3)nn2)cc1	-1.3	-0.8	4	1	-4	-3	-4	23	-7	-9
CC(=O)c1cc(NC(=O)c2ccc(Cl)cc2)c(=O)oc1/C=C/N(C)C	6.6	0.0	0	2	-3	-46	27	-11	0	5
COc1ccccc1CN(Cc1nc2ccccc2c(=O)[nH]1)C(=O)Nc1ccc(C)cc1	0.6	-2.8	13	-2	6	-5	5	21	-9	-1
CCOc1ccc(N2CC(C(=O)NCc3ccco3)CC2=O)cc1 (stereo unspecified)	-1.5	-1.5	9	2	2	0	1	-7	-2	0
Cc1cc(Br)cn2cc(C(=O)O)nc12	0.2	-1.6	9	-4	-1	-2	2	0	-4	0
O=C(NCCN1CCCC1)c1ccc2c(c1)N(Cc1cccc(Cl)c1)C(=O)c1ccccc1S2(=O)=O	-0.7	1.5	-7	1	-7	0	-1	10	-11	-3
Cc1ccc(C(=O)NC(Cc2ccccc2C(F)(F)F)C(=O)O)cc1 (stereo unspecified)	0.8	-2.8	14	-4	5	-8	1	2	-2	0
COc1cc(COc2ccc3c(C)c(Cc4ccccc4)c(=O)oc3c2)cc(OC)c1OC	1.4	-2.0	11	2	-5	-1	3	7	0	0
Nc1cc(-c2ccc(Cl)cc2)nn1S(=O)(=O)c1ccc(Cl)cc1	-1.2	1.6	-8	0	-2	-8	-1	3	/	-1
